Assay outcomes as filed in PubChem.
PI4K2A inh = qHTS for small molecular inhibitors of PI4K2A | purified PI4K2A, ADP-Glo luminescence, 1 h; stronger effect = lower value | activity change, negative = inhibition, % at 76.9 µM | 420,000 tested, 0.13% active | AID 1346378, 2018; in the data active = activity change below about -50%; inconclusive = mostly about -30% to -49%;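 also: -100% = wells without enzyme as full effect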
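ADP-Glo luminescence measured ADP generated by PI4K2A enzyme (4 ug/mL before mixing) with 1.2 mM PI substrate (pre-mix) and 300 microM ATP (pre-mix). Tris pH7.5 buffer with MgCl2, Triton X-100; 1 h reaction at ambient temperature.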
HP1b binding inh = HTS for Inhibitors of HP1-beta Chromodomain Interactions with Methylated Histone Tails; Potency, µM (top dose mostly 114 µM), without a hit: at the highest dose activity change, negative = inhibition, usual class: inhibitors; Chromobox protein homolog 1 (Homo sapiens), P83916; 390,000 tested, 0.56% active; AlphaScreen HP1-beta / biotin-H3K9me3 peptide binding; AID 540317, 2011; also: potency is read from the fitted curve at half-maximal effect; nearly all actives have a fitted effect of over 70% in size; inactives centre near 23
Target sequence (P83916 whole entry, looked up): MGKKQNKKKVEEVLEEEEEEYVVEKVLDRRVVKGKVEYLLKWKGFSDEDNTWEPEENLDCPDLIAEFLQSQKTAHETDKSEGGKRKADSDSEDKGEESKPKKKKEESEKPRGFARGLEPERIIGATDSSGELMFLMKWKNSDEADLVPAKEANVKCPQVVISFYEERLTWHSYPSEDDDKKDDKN
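HP1-beta protein (50 nM final) preincubated 30 min at room temperature with biotinylated H3(1-18)K9me3 peptide (50 nM) in PBS pH 7.4, 0.01% Tween-20, then compound added for 30 min. AlphaScreen streptavidin donor/nickel chelate acceptor beads (10 ug/mL final), 30 min dark, luminescence read.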
JMJD2A Tudor = qHTS Assay for Inhibitors of JMJD2A-Tudor Domain; Lysine-specific demethylase 4A (Homo sapiens), O75164; AlphaScreen JMJD2A-Tudor / H3K4me3 peptide binding; Potency, µM (titrated, usually from 114 µM), for inactives: at the top dose activity change, negative = inhibition, usual class: inhibitors; 390,000 tested, 4.4% active; AID 504339, 2011; also: potency is read from the fitted curve at half-maximal effect; % is scaled to controls: 0 for no effect and ±100 for the full control effect; nearly all actives have a fitted effect of over 50% in size
RGS4 inhibitor = Inhibitors of Regulator of G Protein Signaling (RGS) 4: qHTS; Regulator of G-protein signaling 4 (Homo sapiens), P49798; Transcreener GDP fluorescence polarization, RGS4-accelerated GTP hydrolysis; Potency, µM (series often up to 114 µM), for the others: at the highest dose activity change, negative = inhibition, most hits filed as inhibitors; 390,000 tested, 0.039% active; also: potency is read from the fitted curve at half-maximal effect; % is scaled to controls: 0 for no effect and ±100 for the full control effect; nearly all actives have a fitted effect of over 75% in size; some results filed as inactive show a strong effect at the top dose
Target sequence (P49798 whole entry, looked up): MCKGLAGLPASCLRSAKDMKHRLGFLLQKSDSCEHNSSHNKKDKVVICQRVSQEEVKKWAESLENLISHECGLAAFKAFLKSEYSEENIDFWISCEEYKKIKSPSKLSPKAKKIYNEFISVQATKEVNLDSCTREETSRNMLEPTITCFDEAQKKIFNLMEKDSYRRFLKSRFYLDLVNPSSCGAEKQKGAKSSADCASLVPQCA
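MLSMR compounds (23 nl, pin-transferred) preincubated 10 min at room temperature with a 500nM (2x) first reagent, then RGS4 at 900nM (2x) plus Transcreener GDP mix added; fluorescence polarization (620/688 nm) read before and after 90 min at 30 °C.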
ERG-DNA inh = qHTS for Small Molecule Inhibitors of the ERG Ets/DNA interaction; fluorescence polarization, His-ERG Ets domain / labelled DNA; Potency, µM (top dose mostly 76.9 µM), for the others: top-dose FP activity, negative = inhibition, usual class: inhibitors; 370,000 tested, 0.028% active; active = well fitted inhibition curve with a large enough effect in the polarisation, with a control signal flat; inconclusive = small, poorly fitted or top-dose-only effect, or effect the other way, or a change in a side signal; inactive = no such curve, though single readings can be large or run the other way; the % refers to the polarisation;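 also: polarization taken with two DNA probes labelled with fluorescein and Texas red; potency is read from the fitted curve at half-maximal effect; % of control where 0% means no effect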
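His-tagged ERG Ets domain (1 uM in the protein solution; 300mM KCl, 50mM Tris-HCl, 1mM EDTA, 1mM DTT, pH 7.5) received compound, then a probe mix of 5 nM fluorescein-DNA and 100nM Texas-615-DNA. Fluorescence polarization was read for both dyes.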
G9a block = qHTS Assay for Inhibitors of Histone Lysine Methyltransferase G9a. G9a H3K9 monomethylation, AlphaScreen, 2 h. Potency, µM (series often up to 102 µM), without a hit: at the highest dose activity, negative = inhibition, actives largely listed as inhibitors. 350,000 tested, 8.8% active. AID 504332, 2011; also: potency is read from the fitted curve at half-maximal effect; % is scaled to controls: 0 for no effect and ±100 for the full control effect; nearly all actives have a fitted effect of over 75% in size
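G9a (20 nM) preincubated 15 min RT with compounds, then 500 nM biotinylated H3K9 peptide and 20 uM SAM added; 2 h RT reaction. Monomethyl-H3K9 product detected by AlphaScreen with anti-H3K9me1 antibody, streptavidin donor and anti-rabbit IgG acceptor beads.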
12-LOX inh = Primary qHTS assay for inhibitors of human arachidonate 12S-lipoxygenase (ALOX12): Round 2. Polyunsaturated fatty acid lipoxygenase ALOX12 (Homo sapiens), P18054. purified 12hLO, xylenol orange hydroperoxide absorbance. Potency, µM (series often up to 108 µM), for inactives: top-dose activity change, negative = inhibition, hits mostly inhibitors. 580,000 tested, 1.1% active. AID 1671190, 2021; also: potency is read from the fitted curve at half-maximal effect; % is scaled to controls: 0 for no effect and ±100 for the full control effect
Target sequence (P18054 whole entry, looked up): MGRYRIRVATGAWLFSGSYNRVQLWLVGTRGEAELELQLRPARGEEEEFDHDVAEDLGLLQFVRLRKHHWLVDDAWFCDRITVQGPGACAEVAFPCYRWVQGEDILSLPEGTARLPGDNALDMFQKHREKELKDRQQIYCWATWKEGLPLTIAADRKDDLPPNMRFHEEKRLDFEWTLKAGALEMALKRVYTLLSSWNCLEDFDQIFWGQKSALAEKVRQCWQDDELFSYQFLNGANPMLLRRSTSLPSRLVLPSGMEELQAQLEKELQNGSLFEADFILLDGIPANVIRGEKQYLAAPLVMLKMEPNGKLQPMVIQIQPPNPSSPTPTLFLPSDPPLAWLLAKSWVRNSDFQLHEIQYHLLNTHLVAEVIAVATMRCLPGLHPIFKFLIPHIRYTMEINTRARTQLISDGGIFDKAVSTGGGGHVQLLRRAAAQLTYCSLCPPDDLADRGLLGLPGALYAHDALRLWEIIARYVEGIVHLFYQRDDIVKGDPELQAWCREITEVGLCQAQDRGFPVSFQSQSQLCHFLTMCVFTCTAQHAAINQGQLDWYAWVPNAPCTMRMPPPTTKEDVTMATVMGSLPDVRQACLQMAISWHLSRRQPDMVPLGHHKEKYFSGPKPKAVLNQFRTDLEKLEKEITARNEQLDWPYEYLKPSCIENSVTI
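Purified human 12hLO at 150 nM in 25 mM Hepes, 0.01% Triton X-100, pH 7.0, preincubated 15 min at room temperature with compound. Reaction started with 40 uM arachidonic acid, 30 min at room temperature. Hydroperoxide measured by Fe-xylenol orange, 573/405 nm absorbance ratio.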
BAZ2B block = qHTS Assay for Inhibitors of BAZ2B; Bromodomain adjacent to zinc finger domain protein 2B (Homo sapiens), Q9UIF8; AlphaScreen BAZ2B-H3K14Ac peptide displacement; Potency, µM (highest dose often 114 µM), for the others: at the highest dose activity change, negative = inhibition, most hits filed as inhibitors; 360,000 tested, 4.4% active; also: potency is read from the fitted curve at half-maximal effect; % is scaled to controls: 0 for no effect and ±100 for the full control effect; nearly all actives have a fitted effect of over 60% in size
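BAZ2B (50 nM) with biotin-H3(5-23)K14Ac peptide (50 nM) in PBS pH 7.4, 0.01% Tween-20, preformed 30 min, then compound 30 min at room temperature; top concentration 110uM. AlphaScreen streptavidin donor/nickel chelate acceptor beads (10 ug/mL final), 20 min dark, signal read.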
GLS inhibitor = qHTS for Inhibitors of Glutaminase (GLS) | GLS enzymatic activity, qHTS titration | Potency, µM (doses to about 45.5 µM), for the others: top-dose activity change, negative = inhibition, hits mostly inhibitors | AID 624170, 2012 | Glutaminase kidney isoform, mitochondrial (Homo sapiens), O94925 | 410,000 tested, 0.21% active; also: potency is read from the fitted curve at half-maximal effect; % is scaled to controls: 0 for no effect and ±100 for the full control effect
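hKGA; 45 mM KH2PO4 pH 8.2 + 0.02% Tween-20; cpd via pin tool; 1 mM Gln soln; GluOx/HRP/Amplex Red; RT 30 min; fluor. t0 & final.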
* = called active by the depositor; u = inconclusive; x = no result given; [ ] = another dose, or the depositor's remark. Unless noted, calls follow the shape of the dose curve; as a rule, active = well fitted curve in the direction sought with a large enough effect; inconclusive = small, poorly fitted or top-dose-only effect, or another doubt; inactive = no such curve, though single readings can be large; an effect the other way counts as inactive or inconclusive.

PI4K2A inh	HP1b binding inh	JMJD2A Tudor	RGS4 inhibitor	ERG-DNA inh	G9a block	12-LOX inh	BAZ2B block	GLS inhibitor	molecule
2	18%	-10%	23%	-5%	22%	-11%	-11%	7%	O=C(OC(C(=O)NCc1ccc(F)cc1)c1ccccc1)c1ccco1 (stereo not drawn)
2	40%[activator]	-12%	-7%	2%	x	13%	x	3%	O=C(COC(=O)c1c(Cl)ccc(Cl)c1Cl)NCC1CCCO1 (stereo not drawn)
1	-17%	-11%	-5%	9%	u	1%	-39%	5%	Nc1cc(OCC(F)(F)F)cc(OCC(F)(F)F)c1
1	18%	-31%	-17%	-1%	-27%[59 µM]	-18%	-27%	-7%	C/C=C(/C)C(=O)Nc1cccc(C2=NOC3(C2)C[C@@H](C(N)=O)N(C(=O)CC(c2ccccc2)c2ccccc2)C3)c1 (stereo partly drawn)
-2	15%	-13%	38%	38%[activator]	x	497%[activator]	x	6%	O=C(CSc1ncccn1)NNC(=O)c1ccccc1
2	28%	22%	-29%	10%	75%[activator][59 µM]	-16%	43%[activator]	0%	C/C=C/c1ccc(OCCCCOc2ccc(OC)cc2)c(OC)c1
0	6%	-18%	-19%[56.9 µM]	-6%	20%[12.7 µM]	14%	-2%	-1%	COc1ccccc1-n1c(SCC(=O)OC(C)C)nc2cccnc21
0	7%	u	-23%	0%	u	-6%	10%	5%	Cc1nc(NC(=S)NC(=O)COc2ccc(Cl)cc2)ccc1Br
10	11%	-24%	-42%	-1%	-2%[12.7 µM]	u	u	-6%	CC(=O)c1c(C)[nH]c(C(=O)Nc2cccc(S(=O)(=O)N3CCCCC3)c2)c1C
2	20%	-11%	10%	-8%	-5%	7%	-24%	5%	O=S(=O)(c1cccc2cccnc12)N1CCN(Cc2ccccc2)CC1

A few values from the entries so far.
PI4K2A inh with `CC(=O)c1c(C)[nH]c(C(=O)Nc2cccc(S(=O)(=O)N3CCCCC3)c2)c1C` is entered as 10
RGS4 inhibitor with `Nc1cc(OCC(F)(F)F)cc(OCC(F)(F)F)c1` is entered as -5%
RGS4 inhibitor with `C/C=C(/C)C(=O)Nc1cccc(C2=NOC3(C2)C[C@@H](C(N)=O)N(C(=O)CC(c2ccccc2)c2ccccc2)C3)c1` (stereo partly drawn) is entered as -17%

Going on with the list:
PI4K2A inh	HP1b binding inh	JMJD2A Tudor	RGS4 inhibitor	ERG-DNA inh	G9a block	12-LOX inh	BAZ2B block	GLS inhibitor	molecule
-1	-3%	-19%	-12%	-7%	x	9%	-37%	21%	c1ccn(-c2ccc(N3CCOCC3)cc2)c1
0	27%	-14%	-24%	x	8%[59 µM]	u	-11%	-4%	O=C(NCCSCc1ccco1)Nc1cccc(Cl)c1
-5	48%[activator]	0%	u	5%	-1%[59 µM]	u	12%	1%	Cc1cccc(C(=O)Nc2nc(-c3nnn(-c4cc(F)ccc4F)c3C)ns2)c1
-8	u	45µM*	u	9%	8.9µM*	u	u	5%	COc1ccc(NC(=O)c2c(NCc3cccs3)sc3c2CCCCC3)c(OC)c1
-8	24%	-28%	-9%	-14%	-44%	-12%	0%	4%	CC1CCN(CCCNC(=O)c2cc3c(Cl)nc4ccccc4c3s2)CC1
0	33%	2%	-7%	-5%	27%	6%	12%	1%	C=CCn1c(=O)c(C(=O)Nc2ccc(C)cn2)c(O)c2ccccc21
-2	-5%	-17%	-18%[11.4 µM]	2%	20%	8%	27%	37%[activator]	O=C(CSc1ccccn1)Nc1ccc(Cl)cn1
5	26%	-9%	-4%	3%	-5%[59 µM]	2%	x	3%	COc1ccc(C(=O)NC2CCCCC2)cc1S(=O)(=O)N1CCCC1
-7	35%	-12%	8%	-1%	20%	27%	-8%	16%	O=C(COc1ccc2ccc(=O)oc2c1)N1CC[C@@]2(O)CCCC[C@H]2C1
-4	21%	-20%	8%	-7%	-14%	0%	u	8%	CC(=O)Nc1ccc(S(=O)(=O)N2CCc3cc4c(cc3C2C)OCCCO4)cc1 (stereo not drawn)
3	34%	25%	-13%	x	24%	8%	1%[57.1 µM]	4%	O=C(CCC(=O)c1ccc(Oc2ccccc2)cc1)Nc1ccc(Cl)cc1Cl
-3	-4%	-19%	10%	-6%	x	-14%	x	17%	CN(C)c1ccc(C(=O)OCC(=O)c2ccc[nH]2)cc1
0	32%[activator]	-8%	-11%	-2%	50µM*	-16%	8%	21%	Cc1ccc(S(=O)(=O)Nc2cc(C(F)(F)F)ccc2N2CCOCC2)c(C)c1
0	12%	-34%	-4%	2%	x	u	x	0%	CCN1C(=O)[C@H]2[C@H]3CN=C(SC)N3[C@@](C)(C(=O)OC)[C@H]2C1=O
8	53%[activator]	-6%	-2%	-2%	21%[2.33 µM]	20%	-3%	0%	COC(=O)Cc1c(C)c2ccc(OC(=O)c3ccccc3)cc2oc1=O
-2	-4%	-5%[11.4 µM]	-27%[11.4 µM]	1%	8%[59 µM]	0%	-4%	0%	CCOC(=O)CSc1nc(-c2ccncc2)ccc1C#N
2	36%	-9%	-5%	-3%	56µM*	5%[57.4 µM]	-30%	2%	Cn1c(NC(=O)c2ccccc2F)cc(=O)n(C)c1=O
0	23%	5%	2%	12%	16%	-17%	3%	5%	O=C(Cc1ccccc1Cl)Nc1cccc(S(=O)(=O)N2CCOCC2)c1
-5	17%	1%	0%	2%	7%[59 µM]	-125%	-15%	2%	CCc1nc(NC(C)C)c2oc3ccccc3c2n1
-10	25%	-18%	27%	1%	-5%[59 µM]	-15%	-12%	2%	Cc1ccc(CNC(=O)C2CC(=O)N(C3CCCCCC3)C2)cc1 (stereo not drawn)
2	-2%	u	-1%	1%	18µM*	-28%	-33%	15%	O=C(O)CCc1ccc(-c2cccs2)n1CC1CCCO1 (stereo not drawn)
2	40%[activator]	-10%	-6%	-6%	3%[12.7 µM]	0%	0%	-13%	COc1ccc(C2(CNC(=O)c3ccco3)CCOCC2)cc1
-2	44%[activator]	-9%	-29%	1%	23%[59 µM]	u	10%	3%	CC(C)N(c1ccccc1)c1ncnc(NCCC(=O)O)c1[N+](=O)[O-]
1	37%	-17%	-8%	8%	18%[59 µM]	2%	4%	-1%	O=C(NC1CCCC1)c1ccc(S(=O)(=O)N2CCCC2)cc1
0	38%	9%	-23%	8%	6%[59 µM]	u	-3%	4%	Cc1oc(-c2ccc(C(=O)Nc3cc(F)ccc3F)cc2)nc1COc1ccccc1
-7	22%	6%	-5%	-5%	-40%[59 µM]	472%[activator]	-3%	-3%	CC(C)c1nc(SCC(=O)Nc2ccc3c(c2)OCO3)n[nH]1
-5	54%[activator]	19%	-28%	1%	-10%[59 µM]	10%	-5%	x	CC1=C(C(=O)OCC2CCCO2)C(c2cccc(C(F)(F)F)c2)C2=C(CC(c3ccco3)CC2=O)N1 (stereo not drawn)
-5	8%	-20%	-3%	-1%	1%[59 µM]	-5%	-26%	3%	COc1ccc(C2=NN(S(C)(=O)=O)C(c3cn(-c4ccccc4)nc3-c3cccs3)C2)cc1 (stereo not drawn)

Single records, from the list above. Screens in order: PI4K2A inh | HP1b binding inh | JMJD2A Tudor | RGS4 inhibitor | ERG-DNA inh | G9a block | 12-LOX inh | BAZ2B block | GLS inhibitor
O=C(O)CCc1ccc(-c2cccs2)n1CC1CCCO1 (stereo not drawn) is listed with 2 | -2% | u | -1% | 1% | 18µM* | -28% | -33% | 15%
CC1=C(C(=O)OCC2CCCO2)C(c2cccc(C(F)(F)F)c2)C2=C(CC(c3ccco3)CC2=O)N1 (stereo not drawn) is listed with -5 | 54%[activator] | 19% | -28% | 1% | -10%[59 µM] | 10% | -5% | x

Filtered by structure: those above with two or more sulfur atoms (two)
PI4K2A inh	HP1b binding inh	JMJD2A Tudor	RGS4 inhibitor	ERG-DNA inh	G9a block	12-LOX inh	BAZ2B block	GLS inhibitor	molecule
-8	u	45µM*	u	9%	8.9µM*	u	u	5%	COc1ccc(NC(=O)c2c(NCc3cccs3)sc3c2CCCCC3)c(OC)c1
-5	8%	-20%	-3%	-1%	1%[59 µM]	-5%	-26%	3%	COc1ccc(C2=NN(S(C)(=O)=O)C(c3cn(-c4ccccc4)nc3-c3cccs3)C2)cc1 (stereo not drawn)

An excerpt, so the mix of outcomes need not match the whole.
